Compound activity as filed in PubChem BioAssay.
Arrestin-AP2 inh = inhibitors of beta-arrestin/AP2 binding, primary screen, biochemical, GPCR trafficking, flow cytometry | beta-arrestin 1 C-terminal peptide binding to AP2 beta2-adaptin appendage (human) | FITC-arrestin peptide / GST-AP2 beads; AP2 beta2 appendage carries R879A mutation | inhibition, % at 10 µM | hit rate 0.31% among 340,000 | AID 504490, 2011;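 active = inhibition above a set limit, near 3 SD of compounds lacking own fluorescence, cut at about 54% in these data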;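 also: plate controls were DMSO wells for no effect and 5 µM unlabelled arrestin peptide for full effect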
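system = GST-tagged AP2 beta2-adaptin appendage (R879A) on 4 µm glutathione beads | reagent = FITC-labelled arrestin peptide probe, 50 nM final | schedule = compound with beads 12 min RT, then probe 1 h RT | signal = HyperCyt-sampled flow cytometry, FL1 channel, ex 488/em 535 nm | read-out = percent response from loss of bead-bound FITC fluorescence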
Pemphigus Ab inh = inhibitors of pemphigus antibody binding to DSG3, primary screen, biochemical, bead-based, flow cytometry, scFv-GFP. DSG3-coupled beads, scFv-anti-DSG3-GFP binding; stronger effect = lower value. binding (percent of control), % at 10 µM. hit rate 0.48% among 310,000. AID 588358, 2011;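 active = binding more than 3 SD below its plate's average and above zero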; also: some compounds called inactive have numbers as strong as hits
Target sequence (P32926 whole entry, looked up): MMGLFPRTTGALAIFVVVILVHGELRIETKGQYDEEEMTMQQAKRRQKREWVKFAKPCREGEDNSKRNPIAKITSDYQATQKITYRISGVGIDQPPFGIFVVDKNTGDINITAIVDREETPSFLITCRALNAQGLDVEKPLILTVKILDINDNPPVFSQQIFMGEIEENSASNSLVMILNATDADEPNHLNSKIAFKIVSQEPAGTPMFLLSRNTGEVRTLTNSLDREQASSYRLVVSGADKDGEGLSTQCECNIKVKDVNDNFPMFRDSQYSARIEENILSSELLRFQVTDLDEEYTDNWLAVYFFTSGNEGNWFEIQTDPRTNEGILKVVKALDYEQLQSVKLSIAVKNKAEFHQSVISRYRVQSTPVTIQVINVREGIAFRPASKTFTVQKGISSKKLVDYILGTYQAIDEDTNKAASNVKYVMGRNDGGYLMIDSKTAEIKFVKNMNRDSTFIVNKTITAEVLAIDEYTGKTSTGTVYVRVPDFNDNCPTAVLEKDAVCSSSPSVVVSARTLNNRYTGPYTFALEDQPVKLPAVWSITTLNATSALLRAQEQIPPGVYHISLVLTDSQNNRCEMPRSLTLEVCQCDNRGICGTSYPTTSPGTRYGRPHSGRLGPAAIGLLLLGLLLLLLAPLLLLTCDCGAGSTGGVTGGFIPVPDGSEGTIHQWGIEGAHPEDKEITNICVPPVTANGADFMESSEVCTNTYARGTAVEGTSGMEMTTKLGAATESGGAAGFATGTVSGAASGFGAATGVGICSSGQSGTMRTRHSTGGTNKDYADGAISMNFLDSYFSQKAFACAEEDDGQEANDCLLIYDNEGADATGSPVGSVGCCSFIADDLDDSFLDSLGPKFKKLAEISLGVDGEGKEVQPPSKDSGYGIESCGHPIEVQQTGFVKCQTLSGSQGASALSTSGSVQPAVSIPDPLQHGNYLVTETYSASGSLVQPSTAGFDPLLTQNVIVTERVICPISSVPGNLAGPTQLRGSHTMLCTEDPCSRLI
OPRM1-OPRD1 inv = inverse agonists of MOR-DOR heterodimerization, primary screen, cell-based, luminescence; Mu-type opioid receptor (Homo sapiens) + Delta-type opioid receptor (Homo sapiens), …; cell-based MOR-DOR heterodimer luminescence, inverse agonism; inhibition, % at 9.3 µM; hit rate 0.21% among 340,000; in the data active = inhibition above about 22%, passing the limit was not always enough;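 also: 0% = cells with DMSO and 100% = wells without cells with DMSO; values of inactives mirror those of a sister screen read the other way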
V-ATPase pH = regulators of yeast V-ATPase proton pumping, primary screen, pHLuorin cytosolic pH fluorescence; S. cerevisiae; response, % at 10 µM; hit rate 0.37% among 350,000; AID 504577, 2011; in the data active = response mostly above about 7.3%, no sharp cut-off; inactive = mostly below about 5.4%; also: actives read high; inactives centre near 0; some compounds called inactive have numbers as strong as hits; reference of the scale not given here
HTR5A inv ctr = HTR5A inverse agonists in luminescence cell assay, primary screen, counter-screen for OPRM1-OPRD1 heterodimer inverse agonist project, full-deck HTS | 5-hydroxytryptamine receptor 5A (Homo sapiens), P47898 | HTR5A cell line, inverse agonism | inhibition, % at 9.3 µM | hit rate 0.083% among 340,000 | AID 504634, 2011; in the data active = inhibition mostly above about 23%, no sharp cut-off; inactive = mostly below about 18%;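 also: 0% = cells with DMSO and 100% = no-cell wells with DMSO; some compounds called inactive have numbers as strong as hits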
HTR5A ag ctr = HTR5A agonists in luminescence cell assay, primary screen, counter-screen for OPRM1-OPRD1 heterodimer agonist project, full-deck HTS; 5-hydroxytryptamine receptor 5A (Homo sapiens), P47898; cell-based; activation, % at 9.3 µM; hit rate 0.61% among 340,000; AID 504692, 2011; in the data active = activation mostly above about 9.5%, no sharp cut-off; inactive = mostly below about 7.6%;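 also: 0% = cells with vehicle only and 100% = reference agonist; strong numbers were not always called active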
PKA-R2B activ = activators of PKA-R2B holoenzyme, primary screen, biochemical, fluorescence polarization, Cy5-IP20, human. AID 504700, 2011. hit rate 0.079% among 340,000. activation, % at 11.4 µM. PKA-R2B holoenzyme dissociation; R2B truncated from residue 108, S112A mutant; 0% DMSO only, 100% 113 µM cGMP. cAMP-dependent protein kinase catalytic subunit beta (Homo sapiens) + cAMP-dependent …;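 active = activation above a cutoff set at the mean over all compounds plus 3 SD, cut at about 18% in these data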;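 also: higher means more holoenzyme dissociation and a rise in polarization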
PKA-R1A activ = activators of PKA-R1A holoenzyme, primary screen, biochemical, fluorescence polarization, Cy5-IP20, bovine R1A, mouse PKAc. PKA-R1A dissociation; scaled: DMSO 0%, 113 µM cGMP 100%. activation, % at 11.4 µM. hit rate 0.083% among 340,000;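 active = percent activation above the mean of all tested compounds plus 3 SD, cut at about 19% in these data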;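 also: higher means more PKAc released from R1A so a rise in polarization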
MOR-DOR ag = agonists of OPRM1-OPRD1 heterodimerization, primary screen, cell-based, luminescence; cells; activation, % at 9.3 µM; AID 504326, 2011; hit rate 0.3% among 340,000; in the data active = activation above about 18%;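 also: 0% = vehicle-treated cells and 100% = reference agonist; values of inactives mirror those of a sister screen read the other way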
DAGLB inh = DAGLB lipase inhibitors, primary screen, biochemical, fluorescence, HTS; HEK293T DAGLB membrane lysate, EnzChek fluorogenic substrate; inhibition, % at 5.17 µM; hit rate 0.059% among 340,000; AID 504411, 2011; in the data active = inhibition above about 34%;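 also: 0% = enzyme with vehicle and 100% = wells lacking enzyme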
An asterisk follows results filed as active; / = not tested or not shown.

SMILES	Arrestin-AP2 inh	Pemphigus Ab inh	OPRM1-OPRD1 inv	V-ATPase pH	HTR5A inv ctr	HTR5A ag ctr	PKA-R2B activ	PKA-R1A activ	MOR-DOR ag	DAGLB inh
Cc1ncc(CO)c(/C=N/Nc2cccc(Cl)n2)c1O	-2	96	10	2	3	-1	4	6	-2.2	-2
COc1cc(OC)cc(C(=O)Nc2ccc(C(=O)c3ccncc3)cc2)c1	-6	109	10	5	3	2	0	-3	-1.9	-1
Cc1cc(N2CCN(C(=O)c3ccco3)CC2)n2nc(-c3cccc(F)c3)cc2n1	4	104	1	-1	10	-2	-5	-21	-0.1	0
CCc1cccc2cc3c(N)c(C(=O)Nc4ccc(S(=O)(=O)N5CCCC5)cc4)sc3nc12	4	114	2	-1	12	1	-12	12	-0.4	-10
COc1ccc(CN(C)C(C)C(=O)Nc2ccc(S(=O)(=O)N3CCOCC3)cc2)c(OC)c1 (configuration not stated)	8	99	-4	0	-3	1	2	0	0.9	-2
Cc1nc2ccccc2c2oc(C(=O)Nc3ccc(C(C)C)cc3)cc12	3	107	-56	4	-39	14*	2	-4	7.7	-4
CN1CCN(CCOc2ccc(Cc3ccccc3)cc2)CC1	0	115	-2	0	0	0	-6	-1	0.5	1
Oc1c(Cl)cccc1C=Nc1cc(C(F)(F)F)ccc1N1CCCC1	16	106	-14	2	-1	-8	-6	1	2.4	-1
COc1ccc(NC(=O)N2CCC(C(=O)c3ccc4c(c3)OCCO4)CC2)cc1	28	109	0	0	-11	5	-13	3	0.0	-3
Cc1oc2c(C)c3oc(=O)c(CCC(=O)NCCCN4CCCC4=O)c(C)c3cc2c1C	2	100	12	1	4	-5	-2	8	-2.2	-3
CN1CCN(C(=O)/C(=C/c2cn(S(=O)(=O)N(C)C)c3ccccc23)NC(=O)c2ccccc2)CC1	17	92	7	0	-19	1	-4	13	-1.3	-2
Clc1ccc(CO/N=C2\CCCc3nonc32)cc1	9	108	0	-2	9	-3	8	6	0.1	-5
C/C(=N\Nc1ccc(S(=O)(=O)Nc2ccccc2)cc1[N+](=O)[O-])c1ccc(N2CCOCC2)cc1	15	76*	13	0	-6	0	-4	-19	-2.5	2
Cc1c(C2(O)C(=O)Nc3ccc(F)cc32)c(=O)n(-c2ccccc2)n1C (configuration not stated)	-1	104	17	-2	19	0	-12	-8	-3.2	2
CCOC(=O)C1=C(C)NC(C)=C(C(=O)OCC)C1/C=C/c1ccccc1	-4	103	-16	2	15	3	-4	-8	3.0	-4
Cc1cc(NC(=O)COc2c(C)cccc2C)no1	25	119	0	-1	5	-2	-2	-14	-0.1	1
CC(=O)c1ccc(NS(=O)(=O)c2ccccc2)cc1	-1	102	15	2	-18	0	-1	-3	-3.0	-1
O=C(CCS(=O)(=O)c1ccc(Br)cc1)N1CCN(c2ccc(Cl)cc2)CC1	7	100	-21	1	-7	0	-1	-13	3.8	0
CN(Cc1ccco1)C(=O)c1ccc(S(=O)(=O)N2CCCCCC2)cc1	29	100	11	-3	1	-1	-3	-7	-2.8	-2
CCCc1cc(-c2nc(-c3ccc(C)cc3)cs2)ccn1	-4	130	-15	-4	5	-2	2	-6	2.0	-29
O=C(NCc1ccco1)c1ccc2c(c1)N(Cc1ccccc1)C(=O)CS2=O (configuration not stated)	-2	106	1	-4	-6	2	10	5	-0.1	1
C=C(C)COc1ccc(-c2nc(N)nc(C(F)(F)F)c2-c2ccc(OC)cc2)c(O)c1	-19	104	0	0	6	-2	-13	5	0.0	-3
Cc1c(C(=O)NCCSCc2cccc(C(F)(F)F)c2)cnn1-c1ccc(Cl)cc1	-14	/	-32	4	-3	-2	1	-10	6.5	-7
CCOC(=O)c1cnc2c(Cl)c(Cl)ccc2c1NCCN1CCOCC1	-13	107	4	1	-6	2	5	-1	-0.9	1
Cc1ccoc1C(=O)N1CCN(C(=O)c2occc2C)CC1	-6	/	5	-3	3	0	8	2	-0.8	1
COc1cc2c(cc1NC(=O)COC(=O)CNS(=O)(=O)c1ccc(C)cc1)oc1ccccc12	5	100	-3	2	-22	6	-8	-3	0.6	-4
Cc1ccc(NC(=O)CCS(=O)(=O)c2ccc(Br)cc2)nc1	23	105	2	-1	-4	1	-2	13	-0.5	2
CCOc1cc(C)nc(NCCc2ccc(OC)c(OC)c2)n1	6	94	-1	2	-23	9	2	-3	0.2	-2
Cc1cccc(-n2ccc(=O)c(C(=O)Nc3ccc(S(=O)(=O)Nc4onc(C)c4C)cc3)n2)c1	9	104	6	7	24	-5	0	-5	-1.2	-9
C[C@@H]1CN([C@H](C)CO)C(=O)c2cc(Br)cnc2O[C@@H]1CN(C)C(=O)C1CCOCC1	/	104	/	-1	/	/	-8	2	/	0
CCC(Cc1ccccc1)NC(=O)C1CCN(S(=O)(=O)c2c(C)noc2C)CC1 (configuration not stated)	-7	118	11	0	2	4	8	0	-2.4	-1
CC1CCCC(C)N1C(=O)CSc1nnc(CSc2ncccn2)n1C (configuration not stated)	-4	102	9	/	-10	2	10	-6	-1.6	0
Cc1cccc(S(=O)(=O)N(C)C[C@H]2OCc3cnnn3CCCC(=O)N([C@H](C)CO)C[C@@H]2C)c1	/	/	/	-2	/	/	-5	4	/	2
COC(=O)c1ccc(S(=O)(=O)N2CCN(CCO)CC2)n1C	-3	/	2	-5	8	4	2	6	-0.5	-3
CC1CN(Cc2ccccc2)c2nc3c(c(=O)n(C)c(=O)n3C)n2C1 (configuration not stated)	10	/	-10	0	17	2	-7	-4	1.8	1
COc1ccccc1CNC(=O)CS(=O)(=O)Cc1ccccc1	-7	/	12	4	12	0	3	-9	-2.3	1
Cc1ccc(Cn2c(C3CCCN3c3nc(-c4ccc(F)cc4)cs3)nc3cc(Cl)c(Cl)cc32)cc1 (configuration not stated)	6	93	13	-2	1	2	-3	5	-2.8	-5
O=C1OCC/C1=C\OCCCO/C=C1\CCOC1=O	5	95	16	-2	-11	3	9	0	-2.9	-5
Cc1ccc(-c2nnc(OCC3CCCO3)c3ccccc23)cc1 (configuration not stated)	-6	95	14	-4	-11	4	-1	-1	-3.0	1
CCN(C[C@H]1N[C@@](C)(C(=O)OC)[C@H]2C(=O)N(Cc3ccccc3)C(=O)[C@@H]12)C(=O)c1ccc(C(C)(C)C)cc1	-3	94	15	1	1	0	0	-2	-3.1	-4
COC(=O)CN1C(=S)N(Cc2ccccc2)C(=O)C1CC(=O)Nc1ccc(Br)cc1 (configuration not stated)	-3	107	-39	-2	-15	5	-2	-4	7.1	-6
Cc1ccccc1CC(=O)N1CCOCC1	7	103	8	2	-16	4	16	12	-1.8	-4
O=C(N1CCCCCC1)N1CCN(S(=O)(=O)c2ccccc2)CC1	4	95	6	-2	4	1	4	2	-1.0	-1
COc1ccc(-c2csc(-c3[nH]cnc3N)n2)cc1	9	96	-2	1	18	10	-4	0	0.3	5
CCCc1c(O)nc(SCC(=O)NCCc2ccc(OC)c(OC)c2)[nH]c1=O	6	/	7	-2	-2	1	11	9	-1.7	-3
COc1ccc2c(c1)cc(C(=O)N[C@H](C(=O)N1CCC[C@H]1C(=O)O)C(C)C)n2C	27	104	6	-1	17	5	0	6	-1.1	-1
COc1ccc(-c2nc3cc(NC(=O)c4ccc5c(c4)OCO5)ccc3o2)cc1	22	94	3	-1	-9	-5	-4	-7	-0.6	0
COc1cc(OC)cc(C(=O)N[C@H](C(=O)OCC(=O)Nc2ccc(C)cc2C)C(C)C)c1	-3	128	16	-1	-22	-2	-1	-4	-3.1	-1

Some of the entries so far, bar-delimited.
Structure | Arrestin-AP2 inh | Pemphigus Ab inh | OPRM1-OPRD1 inv | V-ATPase pH | HTR5A inv ctr | HTR5A ag ctr | PKA-R2B activ | PKA-R1A activ | MOR-DOR ag | DAGLB inh
COc1ccc2c(c1)cc(C(=O)N[C@H](C(=O)N1CCC[C@H]1C(=O)O)C(C)C)n2C | 27 | 104 | 6 | -1 | 17 | 5 | 0 | 6 | -1.1 | -1
COc1ccc(-c2nc3cc(NC(=O)c4ccc5c(c4)OCO5)ccc3o2)cc1 | 22 | 94 | 3 | -1 | -9 | -5 | -4 | -7 | -0.6 | 0

Following part
SMILES	Arrestin-AP2 inh	Pemphigus Ab inh	OPRM1-OPRD1 inv	V-ATPase pH	HTR5A inv ctr	HTR5A ag ctr	PKA-R2B activ	PKA-R1A activ	MOR-DOR ag	DAGLB inh
CCOc1cc(/C=C2\C(=O)ON=C2c2ccccc2)cc(Br)c1O	29	100	15	5	-13	3	-8	-5	-3.4	1
O=C(CNC(=O)Cn1ccc2ccccc2c1=O)NCCCN1CCCCCC1	-9	/	13	4	-26	10	-3	-3	-2.2	-2
O=c1ccn([C@@H]2O[C@H](COS(=O)(=O)O)[C@@H](O)[C@H]2O)c(=O)[nH]1	-2	103	-2	-2	15	-6	-12	0	0.3	-1
CCC1SC2=NC(C)=C(C(=O)OC)C(c3ccc(C)cc3)N2C1=O (configuration not stated)	9	107	7	1	-3	4	-9	-12	-1.2	-2
COc1ccc(Cl)cc1NC(=S)N(Cc1ccccc1C)CC1CCC(C(=O)O)CC1 (configuration not stated)	13	99	-1	1	-20	11	-7	-3	0.1	4
Cc1c(Cl)cccc1NC(=O)Nc1ccn(C)n1	-9	105	16	-2	-7	-3	-4	-7	-2.8	0
CCN(C(=O)CN1c2ccccc2CC1C)c1c(N)n(Cc2ccccc2)c(=O)[nH]c1=O (configuration not stated)	0	105	10	1	-3	5	0	-4	-2.0	-1
Nc1nnc(Cc2cccc(Br)c2)s1	5	111	12	0	-11	0	20*	7	-2.4	-3
CC1NC(=O)NC1CCCCC(=O)O (configuration not stated)	0	100	-6	-1	11	-7	17	-7	1.0	0
CCOC(=O)C(C)(C)NS(=O)(=O)c1ccc(Cl)c([N+](=O)[O-])c1	7	102	-18	-2	3	-1	-2	2	3.6	1
NCCCC[C@H]1CNC(=S)N1CCc1cccc(F)c1	19	99	12	-2	9	1	-1	3	-2.1	-3
CC(=O)N1C[C@H]2CON(C)[C@H]2C[C@H]1c1cccc(-c2ccc(C#N)cc2)c1	/	100	/	-1	/	/	2	-10	/	-4
Nc1nc2c(s1)CCc1c-2cnn1-c1ccccc1	34	103	-32	-2	16	1	1	2	6.1	2
COc1ccc(NS(=O)(=O)c2ccc3c(c2)CCN3C(=O)CCC(=O)O)cc1OC	15	111	14	2	-7	2	-6	-3	-3.1	-7
CCOC(=O)CN1C(=O)C(=O)c2cccc(C)c21	1	97	75*	-2	24	-9	-1	-6	-15	-1
O=C(COC(=O)CNC(=O)c1ccc(Br)cc1)NCCC1=CCCCC1	8	97	6	-3	1	0	8	-8	-1.4	-4
